KCNH2 WT inh = qHTS for Inhibitors of KCHN2 3.1: Wildtype qHTS | Voltage-gated inwardly rectifying potassium channel KCNH2 (Homo sapiens), Q12809 | U2OS, BacMam KCNH2, thallium flux FluxOr; active compounds read low | activity change, % at 1.84 µM | 340,000 tested, 0.37% active;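 active = maximum activity change below -70%; inconclusive = maximum activity change between -70% and -50%; inactive = maximum activity change above -50%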
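U2OS cells were transduced with wild-type KCNH2 virus (2.03 x 10^8 / mL) for 4 h at room temperature, then cultured overnight at 37 C. Thallium flux was read with FluxOr dye. Rate constants were normalized to DMSO controls.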
uPA generation = qHTS for Inhibitors of Cell Surface uPA Generation | cell surface uPA generation assay, qHTS | Potency, µM (top dose mostly 38.3 µM), inactives show at the highest dose activity change, negative = inhibition, hits mostly inhibitors | 330,000 tested, 0.31% active | AID 540303, 2011; active = well fitted inhibition curve with a large enough effect; inconclusive = small, poorly fitted or top-dose-only effect; inactive = no such curve, though single readings can be large or run the other way; tested in mouse RAW 264.7 cells; also: potency is read from the fitted curve at half-maximal effect; nearly all actives have a fitted effect of over 55% in size
Eya2 phos inh = qHTS Assay for Inhibitors of the Phosphatase Activity of Eya2 | 330,000 tested, 0.006% active | Potency, µM (top dose mostly 76.9 µM), inactives show at the top dose activity, negative = inhibition, most hits filed as inhibitors | recombinant Eya2, OMFP fluorescence dephosphorylation (OMFP is methylfluorescein phosphate) | Protein phosphatase EYA2 (Homo sapiens), O00167 | AID 488837, 2010; also: potency is read from the fitted curve at half-maximal effect
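Eya2 protein (added as 0.2 uM solution) was preincubated with compound for 10 min at ambient temperature in 50 mM HEPES pH 7.5, 50 mM NaCl, 5 uM MgCl2, 0.05% BSA, 1 mM DTT. OMFP (added at 50 uM) then reacted 10 min; fluorescence read at 485/525 nm.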
BCR signal inh = qHTS Assay to Find Inhibitors of Chronic Active B-Cell Receptor Signaling. ABC-DLBCL IkBa-CBG/CBR reporter, luminescence ratio, 4 h. Potency, µM (top dose mostly 46.1 µM), for inactives: at the highest dose ratio change, negative = lower green/red ratio, hits mostly inhibitors. 340,000 tested, 0.05% active; active = well fitted inhibition curve with a large enough effect in the signal ratio, with a control signal flat, not every such curve was filed as active; inconclusive = small, poorly fitted or top-dose-only effect, or effect the other way, or a change in a side signal; the % refers to the signal ratio;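 also: potency is read from the fitted curve at half-maximal effect; plate controls were basal doxycycline-induced cells for no effect and cells given 10 µM MG132 for full effect; MG132 reads +100%, hits lower the ratio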
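TMD8 human ABC-DLBCL cells with doxycycline-inducible IκBα–green luciferase fusion and unfused red luciferase, in 0.5% FBS medium; compounds up to 46 uM, 4 h at 37C. Green/red luminescence ratio, filter-overlap corrected, fitted to concentration-response curves.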
PKM2 activator = qHTS Assay for Activators of Human Muscle isoform 2 Pyruvate Kinase; Pyruvate kinase PKM (Homo sapiens), P14618; purified PKM2, Kinase-Glo ATP luminescence, activation; response scale: 0% is enzyme alone, no compound; Potency, µM (series often up to 57.5 µM), for the others: at the highest dose activation, usual class: activators; 260,000 tested, 0.34% active; AID 1631, 2009; also: potency is read from the fitted curve at half-maximal effect; nearly all actives have a fitted effect of over 55% in size
Target sequence (P14618 whole entry, looked up, canonical isoform): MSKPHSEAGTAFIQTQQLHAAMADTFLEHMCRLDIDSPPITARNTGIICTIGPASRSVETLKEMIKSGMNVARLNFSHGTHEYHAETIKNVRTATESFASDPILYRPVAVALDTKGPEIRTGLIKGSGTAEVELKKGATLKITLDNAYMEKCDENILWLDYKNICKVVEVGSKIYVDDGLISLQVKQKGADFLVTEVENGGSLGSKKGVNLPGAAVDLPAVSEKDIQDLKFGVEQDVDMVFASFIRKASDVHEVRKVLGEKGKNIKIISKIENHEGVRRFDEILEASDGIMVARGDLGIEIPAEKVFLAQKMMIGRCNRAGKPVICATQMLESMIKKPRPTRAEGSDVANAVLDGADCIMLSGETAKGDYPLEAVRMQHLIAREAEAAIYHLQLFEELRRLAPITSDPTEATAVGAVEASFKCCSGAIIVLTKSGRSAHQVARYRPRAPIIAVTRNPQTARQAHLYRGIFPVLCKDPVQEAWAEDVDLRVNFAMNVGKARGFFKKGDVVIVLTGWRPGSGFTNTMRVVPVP
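ATP formation by purified human PK-M2, quantified via coupled luciferase luminescence after 1 h at room temperature with 0.1 mM ADP and 0.5 mM PEP final.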
GALK inh = qHTS Assay for Inhibitors of Human Galactokinase (GALK); P51570; Purified GALK, Kinase-Glo residual ATP luminescence; Potency, µM (highest dose often 57.5 µM), inactives show at the highest dose activity change, negative = inhibition, most hits filed as inhibitors; 270,000 tested, 0.007% active; AID 1868, 2009; also: potency is read from the fitted curve at half-maximal effect
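ATP-depletion format; final 35 uM ATP, 100 uM D-galactose, 5 nM enzyme; pH 8.0 HEPES/Mg2+ buffer; 60 min RT; luminescence read 10 min after detection reagent.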
KCNH2 3.1 inh = qHTS for Inhibitors of KCHN2 3.1: Mutant qHTS. U2OS KCNH2 3.1, thallium flux FluxOr; active compounds read low. activity change, % (tested at about 1.8 µM). 340,000 tested, 0.95% active. AID 720553, 2013;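 active = maximum activity change below -70%; inconclusive = maximum activity change from -70% to -50%; inactive = maximum activity change above -50%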;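 also: thallium influx rate constant from kinetic fluorescence after stimulation buffer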
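Thallium flux read-out: FluxOr dye with Red40 quencher in HBSS/HEPES, 45 min at RT. Rate constants from kinetic reads were normalized to positive and negative DMSO controls. Cells: U2OS virally expressing the 3.1 isoform.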
FBPA coupling cs = qHTS Assay for Inhibitors of Fructose-1,6-bisphosphate Aldolase from Giardia Lamblia: Coupling assay counterscreen. coupling enzyme system counterscreen, AmpLite Red fluorescence. activity change, negative = inhibition, % at 58.2 µM, hits read low. 290,000 tested, 0.67% active; in the data active = activity change below about -30%
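Counterscreen lacking aldolase: glyceraldehyde-3-phosphate coupling-enzyme reagent preincubated 10 min at RT with compound (at 57.5 uM final), then substrate/coupling system with AmpLite Red added; fluorescence read at 525/598 nm after 20 min RT.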
USP2a block = qHTS Assay for Inhibitors of Ubiquitin-specific Protease USP2a Using CHOP2 as the Reporter; USP2 core, Ub-CHOP2 coupled fluorogenic reporter, 485/531; Potency, µM (highest dose often 38.3 µM), for inactives: top-dose activity change, negative = inhibition, usual class: inhibitors; Ubiquitin carboxyl-terminal hydrolase 2 (Homo sapiens), O75604; 330,000 tested, 0.01% active;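 also: potency is read from the fitted curve at half-maximal effect; plate controls were DMSO wells for no effect and full inhibition by NEM control for full effect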
Target sequence (O75604 whole entry, looked up): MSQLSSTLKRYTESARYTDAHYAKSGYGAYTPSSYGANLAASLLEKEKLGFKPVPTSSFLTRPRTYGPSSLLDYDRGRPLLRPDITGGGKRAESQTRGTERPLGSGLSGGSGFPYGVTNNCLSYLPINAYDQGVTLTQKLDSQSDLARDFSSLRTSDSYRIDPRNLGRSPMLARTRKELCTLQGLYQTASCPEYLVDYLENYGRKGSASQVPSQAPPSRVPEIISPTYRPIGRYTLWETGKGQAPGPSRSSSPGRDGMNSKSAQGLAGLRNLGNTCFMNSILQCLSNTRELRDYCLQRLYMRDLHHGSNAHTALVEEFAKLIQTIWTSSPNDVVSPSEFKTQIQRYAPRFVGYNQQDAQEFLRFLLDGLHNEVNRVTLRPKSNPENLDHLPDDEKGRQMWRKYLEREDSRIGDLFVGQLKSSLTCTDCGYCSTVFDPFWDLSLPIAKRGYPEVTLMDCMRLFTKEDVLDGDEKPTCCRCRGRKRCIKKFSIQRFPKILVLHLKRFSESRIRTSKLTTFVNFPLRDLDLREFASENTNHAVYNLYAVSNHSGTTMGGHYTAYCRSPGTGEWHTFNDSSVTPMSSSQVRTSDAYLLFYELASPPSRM
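USP2 core (10nM final) preincubated 30min RT with compound in 20mM Tris-HCl pH 8.0, 2mM CaCl2, 2mM beta-mercaptoethanol, 0.05% CHAPS; 25nM Ub-CHOP2 plus 25nM reporter substrate added, fluorescence (Ex485/Em531) read after 60min.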
B2AR arrestin = qHTS assay of beta-arrestin-biased ligands of beta2-adrenergic receptor; Potency, µM (titrated, usually from 46.1 µM), without a hit: at the top dose activation, actives largely listed as activators; Beta-2 adrenergic receptor (Homo sapiens), P07550; 330,000 tested, 0.02% active; AID 492947, 2010; beta-arrestin recruitment to beta2AR, cell-based reporter;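 also: potency is read from the fitted curve at half-maximal effect; 0% = DMSO controls and full agonism = EC100 isoproterenol or metaproterenol; nearly all actives have a fitted effect of over 65% in size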
Giardia killer = Small Molecules that selectively kill Giardia lamblia: qHTS; activity change, % at 7.66 µM, hits read low; AID 540267, 2011; 340,000 tested, 0.15% active; Giardia lamblia trophozoite viability; in the data active = activity change below about -80%; inconclusive = between about -30% and that limit;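 also: parasites exposed to compound for two days anaerobically before the ATP read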
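Anaerobic 48 hrs incubation at 37 deg C of 100 trophozoites/well with test compounds; ATPLite 1-Step luminescence, 15-30 min RT, reports cellular ATP as viability.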
Starred values were filed as active, the others as inactive; ? = inconclusive; . = not tested or not shown. Unless noted, calls follow the shape of the dose curve; as a rule, active = well fitted curve in the direction sought with a large enough effect; inconclusive = small, poorly fitted or top-dose-only effect, or another doubt; inactive = no such curve, though single readings can be large; an effect the other way counts as inactive or inconclusive. Unless noted, % is scaled to controls: 0 for no effect and ±100 for the full control effect.

SMILES	KCNH2 WT inh	uPA generation	Eya2 phos inh	BCR signal inh	PKM2 activator	GALK inh	KCNH2 3.1 inh	FBPA coupling cs	USP2a block	B2AR arrestin	Giardia killer
COc1ccc(C2N(c3cccc(Cl)c3)C(=O)C3CCCN32)cc1 (configuration not stated)	-9	12%	11%	6%	-5%	2%	-5	3	2%	0.4%	-30
CN(C)CCN=Cc1c(O)n(Cc2ccccc2)c(=O)c2ccccc12	-6	-1%	14%	2%	3%	0%	-5	-1	1%	0.0%	-9
O=[N+]([O-])c1ccc(NS(=O)(=O)c2cccc3cccnc23)cc1	-5	15%	9%	?	?	1%	-16	4	-2%	0.3%	-20
Cc1cc(C)cc(Oc2cc(NC(=O)c3cn(C)nc3C)cc([N+](=O)[O-])c2)c1	0	.	9%	-10%	4%	0%	2	0	5%	-1.1%	11
O=C(CN1C(=O)NC(c2ccccc2)(c2ccccc2)C1=O)c1c[nH]c2ccccc12	.	.	14%	-1%	-16%	1%	.	-24	-21%	-1.0%	.
O=C(N/C=C/c1ccc(Cl)cc1)NCc1ccc(Cl)cc1	4	5%	3%	?	-2%	-3%	-30	0	3%	0.6%	-28
CCCCOc1ccc(N(CC(=O)NCc2ccccc2)C(=O)c2csnn2)cc1	12	0%	-11%	4%	.	0%	-6	0	5%	0.1%	-2
COc1ccc(CNC(=O)C2CCN(C(=O)c3ccccc3)CC2)cc1	3	9%	4%	-4%	-1%	1%	-6	.	-8%	-0.2%	24
Cc1ccc(COC(=O)c2nn(-c3ccccc3)nc2N)cc1	-3	-1%	6%	17%	.	0%	-9	-1	-2%	0.1%	0
Cc1cc(C(=O)Nc2sc3c(c2C#N)CCCCC3)cs1	0	-18%	-1%	-13%	1%	-9%	-7	-5	0%	0.2%	2
CCOC(=O)c1ccc(CNC(=O)C2CCC(=O)N(Cc3cccc(OC)c3)C2)o1 (configuration not stated)	0	-3%	2%	2%	-3%	-3%	5	.	-1%	-0.3%	4
CCSc1nc(-c2cccnc2)ccc1C#N	11	-9%	-3%	0%	1%	2%	-18	-3	1%	-0.7%	27
CCCCc1c(O)cc(C)[nH]c1=O	1	-1%	6%	4%	-32%	.	7	2	-2%	-0.5%	-7
CCOC(=O)COn1c(=O)c(-c2ccc(OCC)cc2)[n+]([O-])c2ccccc21	1	-3%	13%	2%	.	1%	7	2	1%	-1.1%	-9
CCOc1nnc(C)c2c(C)n(-c3cccc(Cl)c3)nc12	5	-5%	7%	-3%	-15%	-4%	13	-2	4%	-0.1%	-7
Cn1c(SCC(=O)c2ccc3c(c2)OCO3)nnc1-c1ccccn1	-5	-3%	.	.	5%	3%	-1	-3	.	.	10
CC(C)n1nnnc1SCC(=O)Nc1ccccc1N1CCOCC1	-4	-2%	-9%	-1%	0%	7%	2	2	0%	0.5%	-2
CC(=O)Nc1ccc(C(=O)N/N=C/c2cccnc2)cc1	-2	10%	1%	-10%	-2%	3%	-8	0	0%	-0.9%	-3
O=C(COC(=O)c1n[nH]c(=O)c2ccccc12)Nc1ccccc1	4	-1%	31%	8%	.	.	17	.	0%	-0.2%	27
Cc1ccc(C(=O)NCCc2sc(C)nc2C)cc1	-3	-2%	-1%	-14%	11%	-2%	-19	2	4%	-0.2%	-23
COc1ccc(C2CC(c3ccccc3)=NN2C(=O)COC(=O)c2nc3nccc(C)n3n2)cc1 (configuration not stated)	-8	1%	8%	4%	-4%	-1%	6	5	0%	-1.8%	-6
COc1ccc(S(=O)(=O)N2CCCCCC2)cc1NC(=O)CN1C(=O)CNC1=O	-6	0%	-6%	-3%	.	.	-7	.	-1%	0.0%	2
COc1cccc(CN2C(=O)C(C)N(C(=O)c3ccccc3)c3ccccc32)c1 (configuration not stated)	9	-1%	-3%	-16%	.	12%	-13	-1	-1%	3.2%	0
O=C(NCc1cccnc1)/C(=C/c1ccc(-c2cccc(C(F)(F)F)c2)o1)NC(=O)c1ccccc1	-14	-5%	-2%	0%	2%	-6%	-30	-3	1%	0.5%	-5
O=C(c1ccccc1F)N1CCN(c2ccc([N+](=O)[O-])c3cccnc23)CC1	-243*	-5%	2%	-7%	-4%	13%	-3	2	-1%	-1.1%	-26
CCOC(=O)CNC(=O)CN1CCC(c2nc3ccccc3[nH]2)CC1	-7	1%	-1%	9%	.	-2%	3	.	-3%	0.3%	-2
Nc1cc(C(F)(F)F)ccc1C(=O)O	.	.	-17%	6%	0%	1%	.	-3	0%	-0.9%	.
COc1ccc(/C=N/Nc2nc(-c3ccc(Cl)cc3)cc(C(F)(F)F)n2)c(OC)c1	3	1%	8%	-4%	-10%	2%	6	10	0%	-0.6%	-9
Cc1noc(C)c1S(=O)(=O)Nc1ccc2c(c1)C(=O)N([C@H](C)CO)C[C@H](C)[C@@H](CN(C)C(=O)NC1CCCCC1)O2	5	8%	-5%	?	.	.	5	.	4%	0.3%	-3
COc1cc(/C=N\NC(=O)CN2CCOCC2)ccc1OCC(=O)Nc1ccc(C)c(C)c1	6	-1%	0%	13%	1%	0%	-1	4	0%	-0.5%	-19
O=C(COC(=O)c1ccc([N+](=O)[O-])cc1)NC1CCCC1	3	-18%	-9%	1%	.	.	1	5	-2%	0.5%	-8
CC(C)(C)c1ccc(-c2ncccc2O)cc1	3	-4%	-4%	?	0%	-3%	5	0	2%	-0.9%	-2
O=C(CN(C(=O)c1nsc(Cl)c1Cl)c1cccc(F)c1)NC1CCCC1	-5	-8%	-8%	-1%	2%	-1%	0	1	-1%	0.7%	-17
CC(C)(C)c1ccc(S(=O)(=O)N2CCCCC2C(=O)NCc2ccccn2)cc1 (configuration not stated)	3	-5%	-19%	20%	?	0%	-6	-4	1%	0.3%	10
CCOC(=O)c1oc2ccc(S(=O)(=O)n3nc(-c4cc(OC)c(OC)c(OC)c4)cc3N)cc2c1C	13	11%	0%	-1%	2%	1%	16	-1	3%	-0.7%	-9
COC(=O)C1CSC(C(=O)OC)N1C(=O)Nc1ccc(Cl)c(Cl)c1 (configuration not stated)	-2	-1%	-39%	0%	0%	-1%	25	3	-1%	-0.1%	-5
Cc1ccc2c(c1)NC(=O)C(CC(=O)NCCN(C)C)O2 (configuration not stated)	5	-1%	4%	-9%	1%	2%	7	2	1%	0.3%	-13
CC(C)NC(=O)C1CCN(C(=O)c2ccc(-c3ccccc3)cc2)CC1	8	7%	.	.	-4%	8%	0	6	.	.	17
CC(C)c1nc2ccc(C(=O)O)cc2[nH]1	2	1%	2%	?	2%	0%	2	-7	0%	0.1%	30
Cc1cc(C)c(NC(=O)CCN2C(=O)c3ccccc3S2(=O)=O)c(C)c1	-3	3%	3%	3%	.	.	21	.	1%	0.0%	2
O=C(NCCCN=C1NS(=O)(=O)c2ccccc21)c1ccc(S(=O)(=O)N2CCOCC2)cc1	-11	.	-1%	?	-6%	-2%	10	2	-2%	-2.0%	-2
COc1ccc(/C=N/NC(=O)CN(c2ccc(OC)cc2)S(=O)(=O)c2ccccc2)cc1	.	1%	-4%	-4%	4%	1%	-4	0	-2%	-0.8%	1
Cc1sc(NC(=O)c2ccco2)c(CN2CCC(C)CC2)c1C	-13	6%	0%	3%	1%	-3%	-2	-2	2%	-0.2%	2
Cc1ccc(NS(=O)(=O)c2csc(C(N)=O)c2)c(C)c1	-4	10%	-2%	2%	.	1%	-15	3	1%	-0.4%	-19
CCOC(=O)N1CCN(Cc2ccc3c(c2)OCO3)CC1	-8	3%	-21%	-3%	-1%	4%	9	2	1%	0.3%	5
COc1ccc(-c2cnc3ncnn3c2N)cc1	3	2%	-5%	0%	-2%	-2%	34	0	1%	0.5%	-23
CC(C(=O)O)n1c(C(F)(F)F)nc2ccccc21 (configuration not stated)	6	0%	11%	-3%	-2%	-5%	0	0	4%	0.0%	-13
CCCOC(=O)c1ccc(NC(=O)Oc2ccccc2)cc1	-15	-9%	-3%	0%	-6%	-2%	9	0	-3%	-0.5%	2
COc1cc(Nc2cc(C)nc3nc(C)nn23)cc(OC)c1OC	-3	4%	-7%	-1%	8%	-3%	7	-2	2%	-0.1%	-10
CCCc1nc2ccccc2c2nc(N)nn12	-16	?	6%	0%	-6%	-2%	21	1	-10%	-0.1%	-1
